EPAC2 ag: EPAC2 (human) agonism | Q8WZA2 | EPAC2 activation, biochemical qHTS; response scale: 100% = 6.5 mM cAMP response | Potency, µM (top dose mostly 154 µM), for inactives: at the top dose activation, actives largely listed as activators | 360,000 compounds, 0.079% hits | AID 720711; also: potency is read from the fitted curve at half-maximal effect; nearly all actives have a fitted effect of over 50% in size
Target sequence (Q8WZA2 whole entry, looked up): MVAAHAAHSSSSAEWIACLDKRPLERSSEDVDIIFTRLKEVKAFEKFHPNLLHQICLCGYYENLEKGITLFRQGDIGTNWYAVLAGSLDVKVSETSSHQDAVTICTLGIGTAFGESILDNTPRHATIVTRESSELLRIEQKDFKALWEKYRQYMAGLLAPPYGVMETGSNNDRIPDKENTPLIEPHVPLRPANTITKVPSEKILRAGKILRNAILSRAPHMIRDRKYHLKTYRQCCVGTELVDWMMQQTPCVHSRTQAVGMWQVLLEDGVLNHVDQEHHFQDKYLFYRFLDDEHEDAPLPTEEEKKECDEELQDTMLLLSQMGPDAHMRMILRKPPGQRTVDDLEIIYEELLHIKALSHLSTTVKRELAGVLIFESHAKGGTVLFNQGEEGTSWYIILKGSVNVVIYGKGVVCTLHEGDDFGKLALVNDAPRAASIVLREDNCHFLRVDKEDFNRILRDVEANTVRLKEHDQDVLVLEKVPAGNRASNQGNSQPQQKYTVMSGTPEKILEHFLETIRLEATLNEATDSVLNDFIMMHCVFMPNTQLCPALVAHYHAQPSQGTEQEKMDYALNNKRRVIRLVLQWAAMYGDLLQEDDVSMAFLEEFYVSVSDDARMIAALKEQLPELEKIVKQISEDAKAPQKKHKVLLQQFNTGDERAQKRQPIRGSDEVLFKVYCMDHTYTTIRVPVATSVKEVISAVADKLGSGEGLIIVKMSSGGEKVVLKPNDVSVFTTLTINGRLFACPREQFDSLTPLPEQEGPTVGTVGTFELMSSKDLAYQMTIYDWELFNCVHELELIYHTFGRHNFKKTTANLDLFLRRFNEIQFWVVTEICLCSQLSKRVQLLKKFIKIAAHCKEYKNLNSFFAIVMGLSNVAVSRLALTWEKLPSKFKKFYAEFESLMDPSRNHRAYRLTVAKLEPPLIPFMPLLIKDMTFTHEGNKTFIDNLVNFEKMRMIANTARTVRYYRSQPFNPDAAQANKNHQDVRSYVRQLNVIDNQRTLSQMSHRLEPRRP
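Compounds were added across a concentration range to EPAC2 (100 nM), RAP1B-BODIPY-GDP (250 nM) and GDP (50 uM). After 5 min at room temperature, fluorescence was recorded at 5-min intervals for 30 min.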
Nrf2 block: blocks Nrf2 signaling | A549 ARE-Fluc reporter, luciferase luminescence, 18-24 h | Potency, µM (doses to about 46 µM), inactives show at the top dose activity change, negative = inhibition, actives largely listed as inhibitors | 360,000 compounds, 2.1% hits | AID 504444; also: potency is read from the fitted curve at half-maximal effect; % is scaled to controls: 0 for no effect and ±100 for the full control effect; nearly all actives have a fitted effect of over 60% in size
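Two sequential reads on A549 ARE_Fluc cells exposed to compound for 18-24 h: a CellTiter-Fluor fluorescence read for viability, then a luciferase luminescence read for Nrf2/ARE activity.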
A549 tox: kills or reduces viability of A549 cells in Nrf2 counter-screen; AID 504648; Potency, µM (top dose mostly 46 µM), inactives show at the top dose activity change, negative = cytotoxicity, actives largely listed as inhibitors; A549 ARE-Fluc cells, CellTiter-Fluor viability, 18-24 h; 390,000 compounds, 0.16% hits; also: potency is read from the fitted curve at half-maximal effect; % is scaled to controls: 0 for no effect and ±100 for the full control effect
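A549 ARE-Fluc cells in 5% FBS OPTI-MEM, 5000 cells/well, rested 2 h then exposed to compounds in concentration-response for 18-24 h at 37 °C. Viability by CellTiter-Fluor fluorescence (Ex 405/Em 525) after 30 min; luciferase luminescence (BugLite, 15 min, RT) read afterwards.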
Nrf2 ARE act: activates Nrf2 signaling; Potency, µM (doses to about 46.1 µM), for inactives: at the highest dose activation, hits mostly activators; 410,000 compounds, 0.31% hits; AREc32 ARE-luciferase reporter (MCF7-derived line), luminescence, 24 h; also: potency is read from the fitted curve at half-maximal effect; % of control where 0% means no effect; nearly all actives have a fitted effect of over 65% in size
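AREc32 cells carrying an ARE-driven firefly luciferase, 1000 cells/well in OPTI-MEM with 5% FBS, dosed after overnight attachment and incubated 24 hr at 37 deg C. Steady-Glo luminescence read after 30 min at RT.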
Akt phos inh: inhibitors of Akt phosphorylation; Neuro2A IGF-stimulated pAkt S473 HTRF, 20 min; stronger effect = lower value; activity change, % for hits at 50 µM; 360,000 compounds, 0.32% hits; AID 651550; in the data active = activity change below about -80%; inconclusive = mostly about -51% to -80%; also: % is scaled to controls: 0 for no effect and ±100 for the full control effect
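Single-point screen (50 µM final compound) in Neuro2A cells stimulated 20 min with 6 nM IGF at 37 deg C. After lysis, Ser473-phosphorylated Akt read by HTRF (ex 330 nm, em 615/665 nm) as the 665/615 ratio.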
MmCpn inh: inhibitors of Methanococcus maripaludis chaperonin (MmCpn); purified Mm-Cpn ATPase, ADP Transcreener TR-FRET; Potency, µM (titrated, usually from 76.9 µM), for inactives: top-dose activity, negative = inhibition, hits mostly inhibitors; 330,000 compounds, 0.031% hits; also: potency is read from the fitted curve at half-maximal effect; % is scaled to controls: 0 for no effect and ±100 for the full control effect; nearly all actives have a fitted effect of over 80% in size
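Purified archaeal Mm-CPN (25nM final) preincubated 10 min at 37degC with compound, then 10uM ATP for 30 min at 37degC; ADP measured by HTRF Transcreener TR-FRET; buffer 30 mM TRIS pH 7.4, 100mM KCl, 5mM MgCl2, 1mM DTT.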
TGFb inhibitor: blocks TGF-b signaling; HepG2 CAGA-GFP TGF-b/SMAD3 reporter, GFP fluorescence, 18 h; TGF-beta stimulated, 500 pg/mL final; 410,000 compounds, 1.2% hits; Potency, µM (titrated, usually from 46.1 µM), for inactives: at the highest dose activity, negative = inhibition, most hits filed as inhibitors; also: potency is read from the fitted curve at half-maximal effect; % is scaled to controls: 0 for no effect and ±100 for the full control effect; nearly all actives have a fitted effect of over 65% in size
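GFP signal (ex488/em500-530) from TGF-beta-stimulated HEPG2 CAGA-GFP cells, 500 pg/mL final, 18 h at 37 degrees C in DMEM plus 1% FBS, normalized to unstimulated and DMSO-stimulated controls.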
EPAC2 antag: EPAC2 (human) antagonism. 360,000 compounds, 0.18% hits. EPAC2 GEF exchange of Rap1B-BODIPY-GDP, fluorescence. Potency, µM (series often up to 114 µM), without a hit: at the top dose activity, negative = inhibition, actives largely listed as inhibitors. Q8WZA2. AID 720708; also: potency is read from the fitted curve at half-maximal effect; % is scaled to controls: 0 for no effect and ±100 for the full control effect; nearly all actives have a fitted effect of over 45% in size; many of its hits are not listed in these tables
CCT chaperon mod: cytosolic chaperonin activity modulation; 360,000 compounds, 0.3% hits; purified chaperonin ATPase assay, HTRF ADP detection, 30 min; activity change, % (no concentration beside the values), hits read low; AID 651819; in the data active = activity change below about -30%; also: % is scaled to controls: 0 for no effect and ±100 for the full control effect
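TRiC at 40 or 20 nM final (batch-dependent) in 30 mM Tris pH 7.4, 100 mM KCl, 5 mM MgCl2, 1 mM DTT, with compound at single 76 uM and 10 uM ATP, 30 min at 37 deg C. ADP detected by HTRF Transcreener, 665/615 ratio.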
* marks the source's active call; other numbers are inactive results; i = inactive; ? = inconclusive; . = no result given; [ ] = dose if it differs, or a comment. Unless noted, calls follow the shape of the dose curve; as a rule, active = well fitted curve in the direction sought with a large enough effect; inconclusive = small, poorly fitted or top-dose-only effect, or another doubt; inactive = no such curve, though single readings can be large; an effect the other way counts as inactive or inconclusive. Not all compounds are listed, so the mix of outcomes need not match the whole.

Each structure is followed by: EPAC2 ag, Nrf2 block, A549 tox, Nrf2 ARE act, Akt phos inh, MmCpn inh, TGFb inhibitor, EPAC2 antag, CCT chaperon mod
- CC(C(=O)NC1CCCC1)N(Cc1ccc2c(c1)OCO2)C(=O)c1snc(C(N)=O)c1N (configuration not stated)
    4%, -5%, -3%, 0.3%, i, 3%, 11%, 2%, -0.6
- O=C(CNC(=O)c1cccs1)c1ccc(F)cc1
    7%, ?, -1%, 0.0%, i, 0%, 22%, 5%, 1.4
- C/C(=N/NC(=O)C(O)(c1ccccc1)c1ccccc1)c1ccc([N+](=O)[O-])o1
    1%, ?, -26%, 0.1%, i, 1%, ?, -5%, -1.0
- COCc1c(C(=O)OCc2nc(N)nc(Nc3ccccc3C)n2)oc2ccccc12
    20%, 2%, -6%, -0.6%, i, 0%, -2%, -2%, 0.4
- CC(=O)O/N=C1\C(=O)N(Cc2ccc(C)cc2)c2ccccc21
    12%, 15%, 2%, -0.1%, i, -1%, 0%, ?, -1.3
- COc1ccc(C(=O)CC(=O)C(=O)Nc2ccc(C)c(C)c2)cc1
    15%, ?, 2%, 1.9%, i, 1%, -1%, 35%[activator], 1.5
- C=CCN(CC=C)C(=S)Nc1ccc(OC)c(OC)c1
    5%, 16%, 6%, 0.5%, i, -3%, -12%, -1%, 1.0
- COc1cccc(Nc2nc3cc(C)ccc3cc2C)c1
    29%, ., ., 17%, i, ., -15%, -15%, 0.4
- CCSc1ncc(/C=N/Nc2ccccc2)n1C
    7%, 0%, -12%, 7.4%, i, -1%, 6%, 2%, 2.0
- COC(=O)C1=C(N)OC2=C(C(=O)CCC2)C1c1ccccc1OC (configuration not stated)
    0%, -6%, -2%, 0.3%, i, -1%, -22%, -5%, -0.9
- [N-]=[N+]=NC(c1ccccc1)c1nc2ccccc2[nH]c1=O (configuration not stated)
    15%, 11%, 0%, 3.1%, i, -2%, -2%, 16%, -3.4
- C=CCC1(CC=C)CCCN1C(=O)c1ccc2oc(CCCC)nc2c1
    5%, ., ., 9.8%, i, ., ?, -19%, 0.5
- O=C(N/N=C1\CC2CC=CC12)c1ccc(O)cc1 (configuration not stated)
    6%, ?, 11%, 0.6%, i, 0%, ?, -16%, 0.5
- CC(=O)Nc1nonc1-c1nnc(SCc2ccccc2C)n1C
    ., 15%, 7%, -0.5%, ., ., -15%, ., .
- Cc1ccc(C)c(C(=O)COC(=O)c2nn(C)c(=O)c3ccccc23)c1
    9%, -6%, 15%, 1.0%, i, -3%, -4%, -6%, -1.9
- CCCCN(CCCC)C(=O)CN(C)S(=O)(=O)c1ccc2c(c1)n(C)c(=O)c(=O)n2C
    22%, -19%, -3%, 0.1%, i, -6%, 22%, 6%, 0.3
- Cc1ccc(C)c2nc(SCC(=O)N3CCCc4ccccc43)c(C#N)cc12
    7%, 21%, 15%, 0.2%, i, 0%, -7%, -2%, -0.8
- Cc1ccc(S(=O)(=O)/N=C(/Nc2nc(C)cs2)c2ccccc2)cc1
    7%, -8%, 2%, -0.4%, i, -5%, -11%, -5%, -6.3
- COc1ccc(NC(=O)/C=C/c2ccc(S(=O)(=O)N3CCOCC3)cc2)cc1
    -1%, -1%, -2%, 0.2%, i, -1%, 0%, -3%, 2.0
- Cc1c(C(=O)N(Cc2cccc(F)c2)C2CCS(=O)(=O)C2)oc2cc(Br)ccc12 (configuration not stated)
    ., 13µM*, -20%, 0.9%, ., ., ?, ., .
- CCOC(=O)c1cc(-c2ccccc2)sc1NC(=O)CN1C(=O)NC(CC)(c2ccccc2)C1=O (configuration not stated)
    2%, ?, -21%, -0.1%, ., -22%, 2%, -4%, 0.9
- Cc1nn2c(-c3ccc(F)cc3)ccnc2c1Br
    7%, 10%, 1%, 2.0%, i, -1%, 7%, 2%, 0.4
- Cc1cc(C)n2nc(SCC(=O)NC(=O)NCc3ccco3)nc2n1
    -3%, -2%, 0%, -0.2%, i, 3%, -6%, 9%, 0.9
- Cc1ccccc1NS(=O)(=O)c1ccc(Br)s1
    ., ?, 13%, 0.3%, ., ., -30%, ., .
- Cc1cc2nc(-c3ccc[nH]c3=O)n(Cc3ccc(F)cc3)c2cc1C
    1%, -2%, -2%, 0.7%, i, -7%, 22%, -18%, 0.6
- COc1ccc2c(c1)c(C(=O)CN1CCCCC1)c(C)n2C
    4%, -10%, 1%, 0.3%, i, ., 11%, 1%, 2.7
- Cc1cccc(NC(=O)c2nc[nH]c2C(=O)Nc2ccccc2[N+](=O)[O-])c1
    -11%, -16%, 0%, 1.9%, i, 4%, -3%, -4%, 0.2
- CCc1ccc(NC(=O)C2CCC(CNS(=O)(=O)c3ccc4c(c3)C(C)(C)C(=O)N4C)CC2)cc1 (configuration not stated)
    ., 24%, 6%, -0.5%, ., ., 22%, ., .
- COc1cc(OC)c(N(C)S(=O)(=O)c2cccc(C(=O)Nc3nccs3)c2)cc1Cl
    10%, ?, -8%, 2.2%, i, -14%, 0%, 2%, 0.7
- COC(=O)NC(C)N1C(=O)C2C3C=CC(C3)C2C1=O (configuration not stated)
    6%, 4%, -3%, 0.0%, i, 1%, -8%, -5%, -1.2

Part of the list above, in CSV form.
Structure,EPAC2 ag,Nrf2 block,A549 tox,Nrf2 ARE act,Akt phos inh,MmCpn inh,TGFb inhibitor,EPAC2 antag,CCT chaperon mod
COc1cccc(Nc2nc3cc(C)ccc3cc2C)c1,29%,.,.,17%,i,.,-15%,-15%,0.4
CCSc1ncc(/C=N/Nc2ccccc2)n1C,7%,0%,-12%,7.4%,i,-1%,6%,2%,2.0

(further entries)
Each structure is followed by: EPAC2 ag, Nrf2 block, A549 tox, Nrf2 ARE act, Akt phos inh, MmCpn inh, TGFb inhibitor, EPAC2 antag, CCT chaperon mod
- O=C(/C=C/c1ccccn1)c1cc(Cl)cc(Cl)c1O
    1%, -5%, -2%, ?, i, -9%, -25%, ?, -1.7
- COc1ccc(NS(=O)(=O)c2cc(NC(=O)COc3ccccc3)ccc2N2CCOCC2)cc1
    19%, -2%, -11%, 4.1%, i, -2%, -3%, 6%, -4.5
- COc1cccc(/C=N/Nc2ccc(S(=O)(=O)Nc3ccccc3C(=O)O)cc2[N+](=O)[O-])c1O
    1%, -7%, ?, 4.1%, i, ., 0%, -25%, -0.7
- COc1cccc(/C=N/NC(=O)CN(CCc2ccccc2)S(=O)(=O)c2ccc(NC(C)=O)cc2)c1
    8%, ?, -12%, 0.7%, i, 1%, ?, -8%, -3.4
- Cc1ccc(-n2c(N)c(C(=O)NCc3ccco3)sc2=S)cc1
    -8%, 1%, -3%, 3.0%, i, -3%, 7%, -1%, -5.9
- CNC(=S)Nc1cccc(Cl)c1C
    8%, -1%, -1%, 2.6%, i, 0%, -2%, -3%, -2.4
- COc1cc(S(=O)(=O)N2CCOCC2)cc(C(=O)OCC(=O)NCc2ccco2)c1OC
    -5%, -10%, -4%, 0.3%, i, -1%, -9%, 19%, 1.1
- CCN(CC)CCN1C(=O)C(=O)/C(=C(/O)c2ccc(S(=O)(=O)N3CCOCC3)cc2)C1c1ccccc1 (configuration not stated)
    13%, -7%, 2%, -0.6%, i, -1%, -3%, -25%, -1.3
- CN1CCN(c2nc3c(c(=O)n(C)c(=O)n3C)n2Cc2ccc(F)cc2)CC1
    6%, -16%, -21%, 0.4%, i, -2%, -4%, 2%, -1.2
- O=C(NCC1COc2ccccc2O1)C1C2C=CC3(CN(Cc4cccs4)C(=O)C13)O2 (configuration not stated)
    3%, 3%, -4%, 0.4%, i, ?, -2%, 14%, -1.0
- Cc1[nH]c2ccccc2c1C(=O)COC(=O)c1c(-c2ccccc2Cl)noc1C
    21%, ?, 14%, 0.7%, i, -11%, -9%, -18%, 1.9
- O=C(Nc1ccccc1F)c1ccc2c(Cl)c3c(nc2c1)CCC3
    ., ., -1%, -1.7%, ., ., ?, ., .
- Cc1cc(F)ccc1NC(=O)CCCN(C)S(=O)(=O)c1ccc(F)cc1
    7%, 0%, 0%, 0.2%, i, 0%, 0%, 2%, 0.4
- Cc1cc(C)n(-c2nnc(NCc3ccc(Cl)cc3)nn2)n1
    13%, 0%, -13%, 0.4%, i, 0%, ?, -4%, -1.8
- COC(=O)c1cc(NC(=O)CSc2nncn2C)cc(C(=O)OC)c1
    -9%, -10%, -18%, 0.2%, i, 1%, 5%, 2%, -1.4
- CCOC(=O)c1sc2ncn(C(C)C(=O)OCC)c(=O)c2c1C (configuration not stated)
    -3%, -1%, -4%, 3.4%, i, -2%, -5%, 14%, -2.6
- O=C(CSc1ncccn1)NCCC1=CCCCC1
    6%, 13%, 9%, -0.6%, i, -2%, -15%, 2%, -1.5
- CCn1c(CC(=O)Nc2cccc(OC)c2)nnc1SCC(=O)Nc1nccs1
    2%, -13%, -3%, -0.7%, i, 0%, ?, -1%, -2.3
- CCCN1CCN(CC(=O)Nc2nncs2)CC1
    -3%, -15%, -1%, -0.1%, i, 0%, 25%, -7%, -1.7
- COc1ccc(NC(=O)CN(C)CC(=O)Nc2ccc(Cl)c(S(=O)(=O)N(C)C)c2)cc1
    5%, -4%, 1%, 2.8%, i, -2%, 3%, -7%, -0.7
- O=C(COc1ccccc1)Nc1ccc(N2CCN(C(=O)c3cccs3)CC2)cc1
    8%, -15%, -1%, -0.9%, i, -8%, 4%, 2%, 0.1
- CCC1CN(C(=O)N2CCC(C(=O)NCCc3ccccc3OC)CC2)c2ccccc2O1 (configuration not stated)
    4%, -5%, 5%, 0.2%, i, 1%, -14%, -12%, -4.1
